A549 viability = kills or reduces viability of A549 cells in Nrf2 counter-screen; Potency, µM (highest dose often 46 µM), for inactives: at the top dose activity change, negative = cytotoxicity, most hits filed as inhibitors; A549 ARE-Fluc cells, CellTiter-Fluor viability, 18-24 h; AID 504648; hit rate 0.16% among 390,000; further: on the % scale 0 is the no-effect control and ±100 the full control effect
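Cytotoxicity counterscreen: CellTiter-Fluor fluorescence was measured in A549 ARE_Fluc cells after 18-24 h of compound exposure in a concentration series. The subsequent BugLite luminescent read reports ARE-luciferase activity.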
HepG2 viability = kills HepG2 cells in TGF-b inhibitor counter-screen; HepG2 CAGA-GFP viability, ATP luminescence, 18 h; Potency, µM (series often up to 46.1 µM), for the others: top-dose activity change, negative = cytotoxicity, hits mostly cytotoxic; hit rate 0.76% among 410,000; further: some results filed as inactive show a strong effect at the top dose
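HepG2 CAGA-GFP cells (1000/well, DMEM with 1% FBS) received compound, then TGF-beta at 500 pg/mL final, and were incubated 18 hours at 37 degrees C. Viability was read by CellTiter-Glo luminescence. Media-only wells were set as complete cell-killing and DMSO as no toxicity.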
ATXN2 expr inh = inhibitors of ATXN2 expression | HEK-293 ATXN2-luciferase reporter, luminescence, 24 h | Potency, µM (series often up to 57 µM), inactives show at the top dose activity change, negative = inhibition, actives largely listed as inhibitors | hit rate 0.72% among 360,000 | AID 1745845; further: on the % scale 0 is the no-effect control and ±100 the full control effect; nearly all actives have a fitted effect of over 55% in size
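qHTS (up to 57 uM final) was run with 24 h compound exposure of reporter cells at 37 °C. Each well was multiplexed: SteadyGlo luminescence measured ATXN2-luciferase expression after a fluorogenic Gly-Phe-AFC viability readout (25 uM final).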
TGFb SMAD3 inh = inhibitors of TGF-b signaling. HepG2 CAGA-GFP TGF-b/SMAD3 reporter, GFP fluorescence, 18 h; TGF-beta stimulated, 500 pg/mL final. Potency, µM (doses to about 46.1 µM), without a hit: at the highest dose activity, negative = inhibition, actives largely listed as inhibitors. hit rate 1.2% among 410,000; further: on the % scale 0 is the no-effect control and ±100 the full control effect; nearly all actives have a fitted effect of over 65% in size
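HEPG2 CAGA-GFP reporter cells (1000/well, DMEM with 1% FBS) received compounds, then recombinant TGF-beta at 500 pg/mL final for 18 hours at 37 degrees C. Per-cell GFP summed per well was normalised to unstimulated and stimulated DMSO controls before curve fitting.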
EPAC2 antag = EPAC2 (human) antagonism; Q8WZA2; EPAC2 GEF exchange of Rap1B-BODIPY-GDP, fluorescence; Potency, µM (titrated, usually from 114 µM), for inactives: top-dose activity, negative = inhibition, hits mostly inhibitors; hit rate 0.18% among 360,000; AID 720708; further: on the % scale 0 is the no-effect control and ±100 the full control effect; nearly all actives have a fitted effect of over 45% in size; many of its hits are not listed in these tables
Target sequence (Q8WZA2 whole entry, looked up): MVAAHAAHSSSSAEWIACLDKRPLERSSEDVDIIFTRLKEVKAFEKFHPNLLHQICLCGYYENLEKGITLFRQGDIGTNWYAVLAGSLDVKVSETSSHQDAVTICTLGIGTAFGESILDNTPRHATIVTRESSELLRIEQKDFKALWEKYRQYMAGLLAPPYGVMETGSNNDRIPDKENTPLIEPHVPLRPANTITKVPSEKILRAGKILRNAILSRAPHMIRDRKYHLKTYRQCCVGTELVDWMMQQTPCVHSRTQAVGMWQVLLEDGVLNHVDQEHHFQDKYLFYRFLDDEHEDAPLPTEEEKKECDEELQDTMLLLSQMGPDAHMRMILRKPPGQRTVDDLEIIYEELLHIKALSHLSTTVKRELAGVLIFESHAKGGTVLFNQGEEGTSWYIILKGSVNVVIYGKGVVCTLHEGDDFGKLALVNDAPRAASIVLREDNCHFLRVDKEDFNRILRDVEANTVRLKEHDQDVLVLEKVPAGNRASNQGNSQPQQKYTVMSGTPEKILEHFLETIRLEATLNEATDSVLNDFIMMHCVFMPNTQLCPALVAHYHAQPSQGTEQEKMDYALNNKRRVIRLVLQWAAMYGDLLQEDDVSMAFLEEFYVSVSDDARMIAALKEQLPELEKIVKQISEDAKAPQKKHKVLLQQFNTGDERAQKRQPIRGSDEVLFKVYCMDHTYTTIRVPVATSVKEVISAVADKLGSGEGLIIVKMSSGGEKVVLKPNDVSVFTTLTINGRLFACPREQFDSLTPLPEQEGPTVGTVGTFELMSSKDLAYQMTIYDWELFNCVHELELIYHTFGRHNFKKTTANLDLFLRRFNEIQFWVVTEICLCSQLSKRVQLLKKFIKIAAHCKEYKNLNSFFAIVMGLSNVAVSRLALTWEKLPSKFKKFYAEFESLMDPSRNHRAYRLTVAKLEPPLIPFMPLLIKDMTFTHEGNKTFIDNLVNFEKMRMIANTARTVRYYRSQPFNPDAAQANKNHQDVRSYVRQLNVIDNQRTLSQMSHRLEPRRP
Nrf2 inh = blocks Nrf2 signaling | A549 ARE-Fluc reporter, luciferase luminescence, 18-24 h | Potency, µM (doses to about 46 µM), for inactives: top-dose activity change, negative = inhibition, usual class: inhibitors | hit rate 2.1% among 360,000; further: on the % scale 0 is the no-effect control and ±100 the full control effect; nearly all actives have a fitted effect of over 60% in size
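Reporter: ARE-Fluc in A549. Exposure: 18-24 h, 37 °C, 5% CO2, 5% FBS OPTI-MEM. Readouts: fluorescent cytotoxicity (CellTiter-Fluor), then luminescent Nrf2 signal after BugLite.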
Nrf2 ARE act = Nrf2 pathway activation | AREc32 ARE-luciferase reporter (MCF7-derived line), luminescence, 24 h | Potency, µM (doses to about 46.1 µM), for the others: at the highest dose activation, hits mostly activators | hit rate 0.31% among 410,000; further: % of control where 0% means no effect; nearly all actives have a fitted effect of over 65% in size
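ARE activation measured as luciferase luminescence (Steady-Glo, 30 min RT) in AREc32_Fluc cells after 24 hr compound exposure at 37 deg C, 5% CO2; cells seeded overnight at 1000/well in OPTI-MEM, 5% FBS.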
ATXN viability = viability counter-screen for ATXN expression inhibitors; S2 cells (HEK-293 line with an ATXN2-luciferase reporter) viability, CellTiter-Fluor protease fluorescence, 24 h; Potency, µM (titrated, usually from 56.7 µM), hits mostly cytotoxic; hit rate 0.49% among 400,000; AID 651635; further: nearly all actives have a fitted effect of over 40% in size
MCF10A rerep = DNA re-replication induction in MCF 10a cells; MCF 10A DNA re-replication, Hoechst nuclear intensity, 48 h; Potency, µM (highest dose often 46.1 µM), inactives show at the highest dose activity, positive = re-replication, most hits filed as activators; hit rate 2.9% among 350,000; AID 624296; further: % of control where 0% means no effect; nearly all actives have a fitted effect of over 50% in size
* hit, by the source's call; i = inactive; ? = inconclusive; · = not tested or not shown; & = joins results of further samples; [ ] = remark or other dose. The call rests on the fitted dose curve; in most records, active means well fitted curve in the direction sought with a large enough effect; inconclusive means small, poorly fitted or top-dose-only effect, or another doubt; inactive means no such curve, though single readings can be large; an effect the other way counts as inactive or inconclusive. Potency means the concentration at half of the fitted maximal effect. The list is partial; rates above refer to the full screens.

Each structure is followed by: A549 viability | HepG2 viability | ATXN2 expr inh | TGFb SMAD3 inh | EPAC2 antag | Nrf2 inh | Nrf2 ARE act | ATXN viability | MCF10A rerep
- Cc1cccc(NC(=O)C23CCC(C)(C2Br)C3(C)C)c1 (configuration not stated)
 : -8% | -17% | -13% | -17% | -7% | 0% | -0.9% | i | 39%
- NCCSC1CC(=O)N(c2ccc(Cl)c(Cl)c2)C1=O (configuration not stated)
 : 2% | 0% | 18% | 2% | 16% | ? | -0.5%[9.22 µM] | i | -10%
- COC(=O)c1scc(C)c1NC(=O)c1ccccc1F
 : 2% | -24% | · | -25% | 12% | ? | 13µM* | i | -2%
- C/C=C(/C)C(=O)Nc1cccc(C2=NOC3(C2)C[C@@H](C(N)=O)N(C(=O)CC)C3)c1 (some centres not stated)
 : -1% | 0% | 9% | 1% | -3% | 15% | 0.2% | i | -27%
- Cc1nnc(NC(=O)CSc2nnc(CNC(=O)c3ccccc3)o2)s1
 : -1% | -16% | 0% | -5% | -1% | 0% | 0.3% | i | 1%
- COc1ccc(C2=NS(=O)(=O)N(C)C(C(=O)N3CCC(C)CC3)=C2)cc1
 : -20% | -20% | -15% | 1% | 4% | -22% | 0.2% | ? | -1%
- COc1ccc2nc(C)cc(SCC(=O)N/N=C/c3ccccc3)c2c1
 : 8% | -29% | 34% | ? | -1% | -22% | 6.6% | i | 3%
- O=c1cc(N2CCCCC2)c(-c2ccccc2)nn1Cc1ccc(F)cc1
 : 2% | -9% | -10%[11.3 µM] | ? | -15% | ? | -1.1% | i | ?
- CC(NS(=O)(=O)c1cccc(Cl)c1F)[C@H](O)c1ccccc1 (some centres not stated)
 : · | -2% | -1% | 9% | 0% | · | -0.5% | i | ·
- O=C(NNC(=O)c1cccc(-n2cnnn2)c1)c1ccccc1
 : 1% | -9% | -4% | -1% | 16% | 18% | 3.4% | i | 1%
- CCOCCCNC(=O)c1ccc(-n2c(-c3ccccc3)cc3c2CCC(C)C3)cc1 (configuration not stated)
 : -3% | -38% | · | ? | · | ? | ? | · | ·
- O=S(=O)(c1ccccc1C(F)(F)F)N1CCOCC1
 : 3% | 5% | 2% | 33%[activator] | 4% | 7% | -0.7% | i | -2%
- C=CCc1ccc(OCC(O)CN2CCN(Cc3ccccc3)CC2)c(OC)c1 (configuration not stated)
 : 0% | -23% | -7% | -8% | 14% | 22% | 0.3% | i | ?
- CCN(C(=O)Cc1nc(N)n[nH]1)C1(C(=O)Nc2ccccc2)CCCCC1
 : -1% | 4% | -25% | -23% | -4% | -34% | -0.9% | i | 4%
- C=CC[C@H](CC(=O)NCCO)C(=O)N[C@H](COC(=O)[C@@H](CC=C)Cc1ccc(F)cc1)c1ccccc1
 : -4% | -18% | 0% | -4% | 6% | -11% | 0.2% | i | 5%
- O=C(CC1(CC(=O)N2CCOCC2)CCCC1)Nc1ccccc1
 : 2% | -1% | 3% | 6% | 1% | 3% | -1.3% | i | 0%
- C/C(=N\NC(=O)c1cccc(N/N=C(\C)c2ccco2)c1)c1ccco1
 : 2% | -3% | · | 14% | -1% | ? | 9.0% | ? | 4%
- CCC1CCCCN1C(=O)C1CC(c2cc(Cl)c(OC)cc2OC)=NO1 (configuration not stated)
 : 13% | -26% | 4% | -12% | 8% | 5% | 4.4% | i | -12%
- Cc1ccc(S(=O)(=O)c2cn(C)c3cc(N4CCCCCC4)c(F)cc3c2=O)cc1
 : -1% | -5% | · | 3% | · | -7% | -1.2% | · | ·
- Cc1cc(C)c2c(N=NN3CCOCC3)[nH]nc2n1
 : 1% | 19% | 7% | 8% | 1% | 12% | -0.7% | i | 5%
- C=CCc1cccc2cc(C(=O)NC)c(=O)oc12
 : -1% | 8% | -17% | 23% | 7% | · | -0.3% | i | -1%
- Cc1ccc(NC(=O)COC(=O)CN2C(=O)c3ccccc3C2=O)cc1
 : 0% | -1% | -6% | -11% | -7% | 11% | 0.1% | i | 4%
- O=C(Cc1cc(=O)[nH][nH]1)N/N=C/c1cccc2ccccc12
 : 3% | 4% | -2% | 6% | 2% | 2% | 0.4% | i | 8%
- Cc1ccc(S(=O)(=O)N/N=C/c2c(F)cccc2Cl)cc1
 : -9% | -17% | 0% | -2% | 9% | 2% | 0.3% | i | ?
- CC1Cc2ccccc2N1S(=O)(=O)c1cnc(Cl)c(Cl)c1 (configuration not stated)
 : -8% | -86% | · | ? | -24% | 6% | 3.2% | ? | 15µM*
- O=C(O)CSCC(=O)Nc1ccc(C(=O)O)cc1
 : -1% | -12% | 5% | -9% | 0% | 0% | -0.2% | i | 0%
- CN(C)CCN(C(=O)/C=C/c1cccs1)c1nc2ccc(Br)cc2s1
 : -7% | -36% | · | -12% | 6% | 3% | ? | ? | ?
- Cc1ccc2cc(/C=C(\C#N)C(N)=O)c(N3CCCCC3)nc2c1
 : -16% | 0% | 8% | 5% | 57%[activator] | 2% | 3.3% | i | 20%
- FC(F)(F)c1ccccc1NC(=S)NC1CCN(Cc2ccccc2)CC1
 : 1% | -6% | 1%[11.3 µM] | -4% | 8% | -9% | 2.0% | ? | 7%
- CCc1ccc(N2CC(C(=O)N/N=C/c3cc([N+](=O)[O-])ccc3O)CC2=O)cc1 (configuration not stated)
 : ? | -18% | ? | -10% | -15% | ? | -0.6% | i | 4%
- CN(Cc1ccccc1)CC(O)COc1ccc(CNCCc2ccncc2)cc1 (configuration not stated)
 : ? | -25% | 0% | 2% | 2% | 2% | 0.1% | ? | ?
- COc1ccc(C(NC(=O)CNC(C)=O)C(=O)Nc2ccc(C(C)C)cc2)cc1 (configuration not stated)
 : -16% | -1% | -10% | -3% | 6% | 10% | 0.2% | i | ?
- COc1ccc(N(C)S(=O)(=O)c2cccc(C(=O)OCC(=O)Nc3cc(C)ccc3OC)c2)cc1
 : · | 4% | · | -4% | 0% | · | -1.0% | i | ·
- Cc1ccc(-c2csc3ncnc(Oc4ccc5c(C)cc(=O)oc5c4)c23)cc1
 : -2% | -7% | -8% | ? | 1% | -29% | -0.3% | i | 13%
- CC(/C=C/c1ccco1)=N\NC(=O)c1cccnc1
 : -1% | -26% | 1% | 26% | 0% | 13% | 3.4% | i | 3%
- O=C(Nc1ccc(Cl)cc1)N(Cc1nc2ccccc2c(=O)[nH]1)Cc1cccs1
 : -4% | 8% | -20% | 10µM* | -7% | ? | 4.4% | ? | ?
- CC(=O)c1cccc(NC(=O)NCCc2ccc(Cl)cc2)c1
 : 5% | 0% | 9% | -3% | 4% | -12% | -1.0% | i | 10%
- CCOc1ccc(NC(=O)C(C)N2C(=O)c3ccccc3S2(=O)=O)cc1 (configuration not stated)
 : -2% | -6% | -7% | 5% | 0% | 6% | -0.2% | ? | -1%
- COc1ccccc1NC(=O)C1=C(C)Nc2nc3ccccc3n2C1c1ccccc1Cl (configuration not stated)
 : -7% | -4% | 4% | -5% | · | -27% | -0.2% | i | ·
- COc1ccccc1N1CCN(C(=O)CCn2cnc3onc(-c4ccc(F)cc4)c3c2=O)CC1
 : 5% | -79% | -10% | ? | · | -3% | -0.9% | i | ·

Single entries from the results shown:
ATXN2 expr inh, Cc1cccc(NC(=O)C23CCC(C)(C2Br)C3(C)C)c1 (configuration not stated) → -13%
HepG2 viability, CC(NS(=O)(=O)c1cccc(Cl)c1F)[C@H](O)c1ccccc1 (some centres not stated) → -2%
HepG2 viability, O=C(Cc1cc(=O)[nH][nH]1)N/N=C/c1cccc2ccccc12 → 4%

The list goes on.
Each structure is followed by: A549 viability | HepG2 viability | ATXN2 expr inh | TGFb SMAD3 inh | EPAC2 antag | Nrf2 inh | Nrf2 ARE act | ATXN viability | MCF10A rerep
- CCOC(=O)c1sc2nc(C)cc(-c3ccccc3)c2c1N
 : ? | -2% | -9% | 1% | -3% | ? | 0.0% | · | ?
- O=C(N/N=C/c1cccnc1)c1cccc(S(=O)(=O)N2CCCC2)c1
 : 1% | -22% | 8% | -1% | 9% | ? | -0.8% | i | 0%
- Cc1cccc(C)c1OCCn1c(C2CC(=O)N(Cc3ccc(F)cc3)C2)nc2ccccc21 (configuration not stated)
 : -2% | -57% | ? | ? | · | ? | -0.2% | · | ·
- Cc1nc(N)sc1-c1nnc(SCC(=O)Nc2ccccc2C(F)(F)F)n1C
 : 11% | -9% | 10% | -9% | 13% | 13% | -0.9% | i | 0%
- CCN(CC)C(=O)C1=C(C)N(Cc2ccc(F)cc2)C(=O)C(CC(=O)NC2CCCCC2)C1 (configuration not stated)
 : · | -10% | -6% | 3% | 18% | · | -0.4% | i | ·
- COc1cccc(-n2nnnc2SCC(=O)Nc2cccc(C)n2)c1
 : 2% | -8% | 3% | -2% | 0% | 1% | 2.3% | i | ?
- Cc1coc2c(C)c3oc(=O)c(CCC(=O)NCCN4CCOCC4)c(C)c3cc12
 : -5% | -22% | -3% | 4% | 2% | -14% | 0.2% | ? | -2%
- C#CCOCCOCCOCCNc1nc(N2CCN(C(=O)[C@H](C(C)C)n3cc(CCO)nn3)CC2)nc(N2CCN(C(=O)[C@H](CCCCN)n3cc(CCCC)nn3)CC2)n1
 : -4% | 2% | 8% | 22% | -3% | 6% | -0.6% | i | -12%
- Cc1nc(N2CCN(c3ccccc3)CC2)[nH]c(=O)c1CCC(C)C
 : 7% | -11% | 3% | -11% | -11% | 3% | 0.3% | i | 7%
- CCCNC(=O)CCn1nc(-c2ccccc2)c2ccccc2c1=O
 : 0%&-4% | 2%&10% | 2%&11% | 11%&14% | -2% | 6%&-17% | 1.5%&3.7% | i | 13%
- Cc1ccc(N2C(=O)C3NN=C(C(=O)OCc4ccccc4)C3C2=O)cc1 (configuration not stated)
 : -2% | -8% | -17% | 6% | 0% | -6% | 0.0% | i | 0%
- COc1ccc(-c2noc(-c3ccc(NC4CCCCC4)c([N+](=O)[O-])c3)n2)cc1OC
 : -2% | 1% | 5% | 9% | · | 6% | 0.0% | ? | ·
- c1ccc(CN2CCN(CCOCCOc3cccc4ccccc34)CC2)cc1
 : 0% | -17% | -2% | -5% | -1% | 1% | 5.7% | i | ?

Screening data: PubChem BioAssay, National Center for Advancing Translational Sciences (NCATS)
